# Source: PubChem BioAssay
# SENP1 FRET inh – blocks the human SENP1 SUMO protease catalytic domain; Q9P0U3; recombinant SENP1 catalytic domain, CyPet-SUMO1-YPet FRET cleavage; inhibition, % at 10 µM; 360,000 tested, 0.21% active; AID 624204;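 active means inhibition at least 30% at 10 µM, raw YFP signal under a set limit, fluorescence ratio 0.5 to 1.5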;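 further: 0% = enzyme with DMSO and 100% = no enzyme wells; some results filed as inactive read as strong as hits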
# Target sequence (Q9P0U3 419-644 limits assumed): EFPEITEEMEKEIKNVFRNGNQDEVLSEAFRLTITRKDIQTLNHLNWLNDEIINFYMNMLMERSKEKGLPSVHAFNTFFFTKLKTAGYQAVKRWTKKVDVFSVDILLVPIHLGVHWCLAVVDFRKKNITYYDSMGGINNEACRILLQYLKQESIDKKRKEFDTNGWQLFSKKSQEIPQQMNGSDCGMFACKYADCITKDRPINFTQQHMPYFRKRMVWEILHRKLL
#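 Assay system: hSENP1 catalytic domain, recombinant. Amount: SENP1 enzyme, 20 pM final. Schedule: 50 min reaction, RT, dark. Technique: FRET, CFP and YFP emission. Control set: no-enzyme wells low, DMSO-plus-enzyme wells high control.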
# SENP6 block – blocks the human protease SENP6. Recombinant SENP6 catalytic domain, aminoluciferin luminescence. Q9GZR1. 330,000 tested, 1.8% active. AID 2599. inhibition, % at 10 µM;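 active means inhibition above about 50% at the single tested dose, limit read from the data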;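 further: plate controls were DMSO wells with enzyme for no effect and DMSO wells lacking enzyme for full effect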
# Target sequence (Q9GZR1 628-1112 limits assumed): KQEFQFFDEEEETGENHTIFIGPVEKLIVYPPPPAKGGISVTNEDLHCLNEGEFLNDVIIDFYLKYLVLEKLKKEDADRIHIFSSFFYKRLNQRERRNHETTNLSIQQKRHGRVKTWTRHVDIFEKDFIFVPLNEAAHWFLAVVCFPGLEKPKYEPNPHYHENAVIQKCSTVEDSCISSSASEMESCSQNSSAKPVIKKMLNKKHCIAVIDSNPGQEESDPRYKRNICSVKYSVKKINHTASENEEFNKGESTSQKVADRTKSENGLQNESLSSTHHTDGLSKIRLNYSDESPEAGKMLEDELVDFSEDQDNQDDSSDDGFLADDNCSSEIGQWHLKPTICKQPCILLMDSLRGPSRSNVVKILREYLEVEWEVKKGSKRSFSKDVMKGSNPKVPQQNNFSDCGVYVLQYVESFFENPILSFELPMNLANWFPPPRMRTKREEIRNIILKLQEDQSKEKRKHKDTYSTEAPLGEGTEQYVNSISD
# MPTP block – permeability transition pore inhibition; isolated mouse mitochondria, Ca2+ swelling absorbance, 30 min; inhibition, % at 10 µM; 360,000 tested, 1.4% active; AID 602449;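 active means inhibition of 50% or more, scaled per plate between neutral and stimulator controls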;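 further: 0% = DMSO wells given calcium and 100% = 1 mM EGTA wells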
# NR3A LBD binder – modulators (binders) of human NR3A ligand-binding domain. NR3A LBD differential scanning fluorimetry, Tm shift; 0% = protein alone, 100% = glycine-bound protein. 340,000 tested, 2.5% active. Tm shift relative to glycine control, % at 25 µM;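 active means melting temperature shift of at least 10% of the positive control shift, at one fixed dose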
# PfGluPho inh – PfG6PD (Plasmodium falciparum) enzyme inhibition | 350,000 tested, 0.78% active | PfGluPho enzyme, NADPH resazurin-diaphorase fluorescence | inhibition, % at 20 µM;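 active means inhibition reaching at least a set limit at 20 µM in the primary screen, cut at about 59% in these data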;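 further: 0% = DMSO wells with substrate and 100% = DMSO wells lacking glucose-6-phosphate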
# SENP8 inh – inhibitors of human SENP8 protease; Q96LD8; inhibition, % at 20 µM; recombinant SENP8, Nedd8 substrate fluorescence; 360,000 tested, 0.64% active; in the data active means inhibition mostly above about 40%, no sharp cut-off; inactive means mostly below about 27%
# hIAP act – increases human intestinal alkaline phosphatase activity. P09923. purified human IAP, CDP-Star luminescence, 30 min; active compounds read high; 1 = vehicle-only enzyme, 0 = enzyme-free background. activation factor at 10 µM. 330,000 tested, 0.16% active. AID 2524;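 active means activation factor of the enzyme at least 2-fold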; further: the source names both 10 and 20 µM as test concentration; values of inactives mirror those of a sister screen read the other way
# ATG4B inh – blocks human ATG4B protease cleavage of LC3 substrate; ATG4B cleavage of LC3-PLA2, NBD-HPC fluorescence, 1 h; AID 504462; inhibition, % at 8.33 µM; 340,000 tested, 0.51% active; Q9Y4P1; in the data active means inhibition above about 40%
# Target sequence (Q9Y4P1 whole entry, looked up): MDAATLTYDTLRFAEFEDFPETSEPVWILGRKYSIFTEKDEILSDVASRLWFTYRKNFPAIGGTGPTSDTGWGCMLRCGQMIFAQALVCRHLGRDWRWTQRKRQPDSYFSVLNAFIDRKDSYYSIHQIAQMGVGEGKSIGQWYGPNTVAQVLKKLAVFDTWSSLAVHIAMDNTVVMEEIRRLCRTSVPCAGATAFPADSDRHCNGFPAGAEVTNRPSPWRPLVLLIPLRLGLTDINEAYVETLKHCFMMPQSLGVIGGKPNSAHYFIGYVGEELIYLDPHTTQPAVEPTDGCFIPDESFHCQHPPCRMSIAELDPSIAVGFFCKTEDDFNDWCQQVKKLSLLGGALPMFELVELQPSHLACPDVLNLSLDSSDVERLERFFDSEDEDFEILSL
# * hit, by the source's call; · = no result given.
SMILES,SENP1 FRET inh,SENP6 block,MPTP block,NR3A LBD binder,PfGluPho inh,SENP8 inh,hIAP act,ATG4B inh
Cc1ccc2c(C)nc(Nc3ncc4c(n3)CCCC4=O)nc2c1,·,-11,·,-2,4,·,1.3,-2
COc1cc(CN2CCN(C(=O)c3cccc4ccccc34)CC2)cc(OC)c1O,2,-5,0.9,-2,9,-6,0.94,-1
Cc1ccc(S(=O)(=O)NNC(=O)CCC(=O)Nc2ccccc2Cl)cc1,1,5,1.6,-26,-14,6,1.1,-5
COc1ccc(CCNC(=O)c2cnc(C)cn2)cc1,0,-12,-1.6,2,8,11,0.76,-5
C=CCN(c1ccccc1)S(=O)(=O)c1c(C)[nH]c(=O)[nH]c1=O,1,-12,-0.4,0,11,1,0.89,0
Cc1ccc(-c2cc(C(=O)OC3CCOC3=O)c3ccccc3n2)c(C)c1 (stereo not given),2,-6,-1.0,-9,-1,-33,1.1,-4
O=C1CCCN1CCCNC(=S)Nc1ccc(F)c(Cl)c1,4,0,96*,0,-2,15,1.1,0
COc1ccc(NC(C)=O)cc1NS(=O)(=O)c1cn(C)c(=O)n(C)c1=O,1,1,-2.4,0,9,-46,1,-12
COc1cc(NS(=O)(=O)c2ccc(NC(=S)NC(=O)CC(C)C)cc2)nc(OC)n1,1,19,-0.7,-2,-23,10,1,2
COc1ccc2c(c1)OC[C@H]1[C@H]2N2C(=O)c3cc(OC)c(OC)cc3NC(=O)[C@@]2(C)[C@H]1c1ccccc1,-51,-4,0.6,-9,2,-45,1,1
COc1c(C(=O)Nc2ccc(Cc3ccncc3)cc2)ccc2ccccc12,2,0,38,4,10,-6,1.1,-9
Cc1nc2c(C)cccn2c(=O)c1NC(=O)COc1ccccc1,1,7,-1.9,0,-1,-63,0.99,5
COc1ccc(-c2cc(C(=O)N3CCN(S(=O)(=O)c4ccccc4)CC3)[nH]n2)cc1,0,-12,-1.1,15*,-2,1,1.1,-3
COc1ccc(CCn2c(C)cc(C(=O)CSc3nnnn3-c3ccccc3)c2C)cc1OC,0,7,2.8,-3,1,12,1,0
COc1ccc(NC(=O)c2ccccn2)cc1S(=O)(=O)N1CCOCC1,1,6,-1.2,0,0,0,0.96,-4

# 2 records drawn at random from those above, as already listed:
SMILES,SENP1 FRET inh,SENP6 block,MPTP block,NR3A LBD binder,PfGluPho inh,SENP8 inh,hIAP act,ATG4B inh
C=CCN(c1ccccc1)S(=O)(=O)c1c(C)[nH]c(=O)[nH]c1=O,1,-12,-0.4,0,11,1,0.89,0
Cc1nc2c(C)cccn2c(=O)c1NC(=O)COc1ccccc1,1,7,-1.9,0,-1,-63,0.99,5

# Continued:
SMILES,SENP1 FRET inh,SENP6 block,MPTP block,NR3A LBD binder,PfGluPho inh,SENP8 inh,hIAP act,ATG4B inh
O=C(O)c1cccc(-n2cccc2/C=C2/NC(=O)N(c3cccc(Cl)c3)C2=O)c1,-27,-37,2.6,0,-14,-79,0.98,5
Clc1ncccc1-c1nnn(-c2ccccc2)n1,3,91*,-0.2,-1,-11,10,0.98,-8
CC(C)CCN1CCN(C2CCN(c3ccc4c(c3)OCO4)CC2)CC1CCO (stereo not given),-2,2,0.7,-6,58,37,1,-9
COc1cc2[nH]c(=S)nc(NCCc3ccc(S(N)(=O)=O)cc3)c2cc1OC,-2,-16,-0.7,3,17,-29,1.1,0
O=C(NC1(C(=O)NC2CCCC2)CCCCC1)c1ccc2c(c1)OCO2,-1,-16,-1.3,0,5,15,0.83,-2
Cc1ccc(OCCC(=O)OCC(=O)N2CCN(S(=O)(=O)c3ccc(Cl)cc3)CC2)cc1,3,-9,-1.1,·,27,2,1,-2
CCC1=C2CC[C@H]3C(=O)NC(=O)[C@H]3[C@H]2[C@@]2(Cc3ccccc3)C(=NCC(=O)OC)OC(=O)N2C1=O,3,-6,-1.0,2,-9,10,0.92,0
COc1cc2c(cc1NC(C)=O)CCCC2,0,-6,-0.5,0,1,6,0.89,-5
O=C(NC(=S)Nc1cccc2c(O)cccc12)c1ccccc1[N+](=O)[O-],-1,48,-0.4,34*,22,47*,0.98,-3
CCN(CC)C(=O)Oc1ccc2oc(=O)cc(-c3cc4cccc(OC)c4o3)c2c1,1,5,1.7,-14,13,-101,0.92,-7
CCn1c2ccccc2c2cc(NC(=O)CSc3nnc(C4CC4)n3Cc3ccco3)ccc21,-3,-38,-3.1,-4,10,-11,1,37
CCCCN(C(=O)c1cccc(S(=O)(=O)N(CC)c2ccccc2)c1)c1c(N)n(CC(C)C)c(=O)[nH]c1=O,0,·,-0.6,-2,-10,-1,·,-50
COc1ccc(-c2nnc(SCc3nnc(-c4ccc(Cl)cc4)o3)n2-c2ccccc2)cc1,-1,-11,5.1,0,-11,25,1.1,-20
O=c1cc2c(c(-c3ccccc3)n1Cc1ccccc1)[C@@H](CCO)NC2,-9,·,0.1,-3,7,-160,·,-3
CC1C(=O)N(Cc2cn(CCC3OCCO3)nn2)CCS(=O)(=O)N1Cc1ccc(-c2ccc(Cl)cc2)cc1 (stereo not given),1,·,-2.4,·,17,-15,·,·
CC(c1ccccc1)C1CC(=O)N(c2ccccc2)C1=O (stereo not given),1,-5,-0.3,1,-7,-4,1.2,-1
Cc1ccc(OCCCNCCO)c(Br)c1,1,-10,-4.1,0,4,10,1,-8
Cc1ccc(S(=O)(=O)N2CCN(CC3CC4C=CC3C4)CC2)cc1 (stereo not given),-1,9,-0.1,-1,4,5,1.1,-4
NNC(=O)CSc1cccc2cccnc12,0,-19,4.9,-1,4,-228,1,3
NC(=O)c1ccc[n+](Cc2ccc(-c3ccccc3)cc2)c1,-7,-17,7.3,0,-3,14,0.75,3
O=[N+]([O-])c1ccc(N2CCN(S(=O)(=O)c3ccc4ccccc4c3)CC2)cc1NCC1CCCO1 (stereo not given),3,-15,3.5,-1,-3,37,1,5
O=C(O)CC(c1cccc(C(F)(F)F)c1)N1CCS(=O)(=O)CC1 (stereo not given),3,2,-1.7,-1,-7,5,0.95,-5
Cc1ccc(OCC(=O)N/N=C\c2cccs2)c([N+](=O)[O-])c1,2,13,-0.4,-4,-8,4,1,-4
CCOc1ccc(S(=O)(=O)N2CCCCC2)cc1NC(=O)c1cccnc1OCC,0,0,0.4,0,-10,8,0.92,1
CCc1ccc(NC(=O)[C@H](C)NC(=O)C2CCN(C(=O)[C@@H](N)Cc3ccccc3)CC2)cc1,2,-14,-0.7,0,-15,24,0.93,-2
CCc1nn2c(=O)cc(COc3ccc(NC(=O)c4ccco4)cc3)nc2s1,-3,5,0.6,2,-11,-1,1,5
COc1ccc(CNCc2ccncc2)cc1OC,-2,-26,-0.4,0,7,6,0.73,-2
CCOc1ccc(N2C(=O)CN(CC(=O)OC)C2=S)cc1,0,21,-1.3,-1,5,2,0.89,-6
O=C1C(=O)N(CC2COc3ccccc3O2)c2ccccc21 (stereo not given),2,9,1.4,-1,33,22,0.87,72*
O=[N+]([O-])c1ccc(-c2csc3[n+]2CCS3)cc1,4,-3,0.9,1,51,26,0.87,1

# Reprinted from the part before: four compounds; new compounds follow.
SMILES,SENP1 FRET inh,SENP6 block,MPTP block,NR3A LBD binder,PfGluPho inh,SENP8 inh,hIAP act,ATG4B inh
COc1ccc(CNCc2ccncc2)cc1OC,-2,-26,-0.4,0,7,6,0.73,-2
CCOc1ccc(N2C(=O)CN(CC(=O)OC)C2=S)cc1,0,21,-1.3,-1,5,2,0.89,-6
O=C1C(=O)N(CC2COc3ccccc3O2)c2ccccc21 (stereo not given),2,9,1.4,-1,33,22,0.87,72*
O=[N+]([O-])c1ccc(-c2csc3[n+]2CCS3)cc1,4,-3,0.9,1,51,26,0.87,1
C=CCn1c(SCC(=O)Nc2nc(C)cs2)nnc1C(C)NC(=O)c1ccccc1Cl (stereo not given),0,3,1.5,-2,-2,-1,0.92,2
COc1ccc(N2CCN(C(=O)c3csc4ccccc34)CC2)cc1,1,4,0.5,1,-2,5,1.1,-2
CCCCN(C)CCNC(=O)c1cn(C)c(=O)c2c1c1ccccc1n2C,-4,1,0.8,0,-12,-284,1.1,0
CCNC(=O)NC(=O)C(C)OC(=O)c1cccnc1SC (stereo not given),1,-21,0.6,0,2,22,0.94,-3
CN1C[C@@H]2[C@@H]3C(=O)N(Cc4ccccc4)C(=O)[C@@H]3[C@](Cc3ccccc3)(C1=O)N2C(=O)c1ccc(F)cc1,-3,·,-1.7,3,-1,8,·,-16
CC(C)(C)N1CC(c2nc3ccccc3n2Cc2ccc(Cl)cc2)CC1=O (stereo not given),-5,6,-1.8,-3,-22,-226,0.9,3
N#Cc1nc(N2CCCCC2)nc(N2CCOCC2)n1,-1,-3,1.0,0,-13,-3,0.93,6
CCN(c1ccccc1)S(=O)(=O)c1cc(C(=O)Nc2ccccc2Cl)ccc1F,2,9,1.9,-9,-8,28,0.98,11
CC(=O)N/C(=C/C(C)C)c1ccccc1,3,-21,-0.5,4,-14,17,1.1,6
CC1Cc2ccccc2N1C(=O)CSc1nn2c(=O)c(C(C)(C)C)nnc2s1 (stereo not given),-3,-6,-1.0,-1,6,32,1,-3
O=C1CCCC(=O)N1c1ccc(F)cc1,1,-12,-1.7,1,-2,12,1.1,-1
CC[C@]12c3[nH]c4ccc(OC)cc4c3CCN1C(=O)C(CC(=O)NCc1cccc(C(F)(F)F)c1)C[C@@H]2C(=O)N1CCN(C(=O)c2ccco2)CC1 (stereo not given in full),-1,·,-1.0,-1,18,4,·,·
Cc1cc(C)cc(N(C(=O)c2snc(C(N)=O)c2N)C(C(=O)NCC2CCCO2)c2ccc(C)o2)c1 (stereo not given),-26,-17,0.7,-2,14,-309,0.89,4
CS(=O)(=O)N(CC(=O)Nc1cc(Cl)ccc1Cl)c1ccccc1,1,-4,-1.6,3,10,3,0.84,0
O=C(CSCc1ccc(C(=O)O)cc1)Nc1ccccc1,1,-28,0.6,-4,-4,-6,1.2,-7
Cc1cc(C)c(NC(=O)CNC(=O)c2ccccc2SCC(=O)N2CCCC2)c(C)c1,0,-7,0.1,1,-2,-9,0.98,2
Cn1c(N)c(C#N)c2c(c1=S)COC(C)(C)C2,-22,0,-4.8,1,2,-48,0.96,1
CC1CCN(CCCCOc2ccc(C(=O)c3ccccc3)cc2)CC1,2,-6,-0.8,4,3,16,1.1,-3
CCOc1cc(NC(=O)C2CCCCC2)c(OCC)cc1NC(=O)c1ccco1,-10,-29,0.3,-1,12,-31,1,-9
CC1(c2ccccc2)NC(=O)N(CC(=O)Nc2ccc(C(N)=O)cc2)C1=O (stereo not given),-5,-6,-2.9,1,3,9,1.1,-9
CC(=O)Nc1ccc(C(=O)OCC(=O)N2CCCC2)cc1,2,-22,-1.0,-4,25,3,0.97,1
COc1ccc(C(=O)Nn2c(C3CCC3)nc3ccccc3c2=O)c(OC)c1,2,1,1.8,0,-19,7,0.86,4
CCc1ccc(C(C)NC(=O)/C=C/c2ccc(Br)cc2)cc1 (stereo not given),2,-1,24,-4,-4,24,1.4,-1
Cc1ccc(C(=O)/C=C/Nc2ccc(S(=O)(=O)Nc3cc(C)nc(C)n3)cc2)cc1,-71,-7,-1.2,6,-25,-454,0.99,-7
Cc1c(C(=O)NCc2ccc3c(c2)OCO3)oc2ccc(S(=O)(=O)N3CCC(C)CC3)cc12,2,-7,1.8,3,11,10,1.2,-18
CCSC1=NSC2=NC(=O)/C(=C\c3coc4ccccc4c3=O)C(=N)N12,-28,·,101*,11*,-17,-404,·,20
Cc1oc(-c2ccc(Cl)cc2)nc1CS(=O)CC(=O)NC(C)c1ccccc1 (stereo not given),-2,-17,-0.8,3,-10,5,1.3,0
COc1cccc(CNC(=O)CN2C(=O)COc3ccc(S(=O)(=O)N4CCCCCC4)cc32)c1,1,-11,-0.2,-1,-9,20,0.98,-4
Cc1c(O)ccc(NS(=O)(=O)c2ccccc2)c1C,3,17,-0.1,-1,0,7,0.95,-9
O=C(CN1CCN(Cc2ccccc2)CC1)Nc1ccc(S(=O)(=O)N2CCOCC2)cc1,-1,-3,-1.1,-4,-22,21,0.9,1
CC(C)(C)NCCOc1ccc(Br)cc1,2,-3,-3.8,1,-8,6,0.94,-17
